BioA inh – BioA (M. tuberculosis) enzyme inhibition; purified M. tuberculosis BioA enzyme, plate reader; AID 602481; inhibition, % at 9.99 µM; actives 0.096% (n = 360,000); in the data active means inhibition above about 40%
The depositor's hits bear a star. This is a subset; count on the stated rates, not on these rows.

CN(C)C(=O)[C@@H]1[C@@H](CO)[C@@H]2Cn3c(cccc3=O)[C@@H]2N1CC1CCCC1
  BioA inh = -1.6

CCS(=O)(=O)Nc1ccc2c(c1)C(=O)N(C)[C@H]1CC[C@H](CC(=O)N3CCOCC3)O[C@@H]1CO2
  BioA inh = -0.3

C[C@H](CO)N1C[C@H](C)[C@H](CN(C)C)Oc2ccc(NS(=O)(=O)c3cccs3)cc2CC1=O
  BioA inh = 0.5

O=C(C[C@H]1CC[C@@H]2[C@H](COC[C@@H](O)CN2CC2CCCCC2)O1)NCc1ccc(Cl)cc1
  BioA inh = 2.9

O=C(NCC[C@H]1CC[C@@H](NC(=O)C2CCCC2)[C@H](CO)O1)Nc1ccc(Cl)cc1
  BioA inh = 1.8

C[C@H](CO)N1C[C@H](C)[C@@H](CN(C)Cc2cccc(C(=O)O)c2)Oc2ncc(C#CCN(C)C)cc2C1=O
  BioA inh = 2.7

C[C@@H]1CN([C@@H](C)CO)C(=O)Cc2cc(NC(=O)Nc3cccc4ccccc34)ccc2O[C@@H]1CN(C)C(=O)Nc1ccc(F)cc1
  BioA inh = -2.4

COc1ccccc1CNC(=O)C[C@@H]1CC[C@@H]2[C@H](COC[C@H](O)CN2Cc2ccccc2)O1
  BioA inh = -1.3

CO[C@H]1CN(C)C(=O)c2ccc(NC(=O)C3CCC3)cc2OC[C@H](C)NC[C@H]1C
  BioA inh = -0.1

COc1cccc(C(=O)Nc2ccc3c(c2)C(=O)N(C)C[C@@H](OC)[C@H](C)CN(C(=O)C2CCC2)[C@H](C)CO3)c1
  BioA inh = 0.0

CC(C)CC#Cc1cnc2c(c1)C(=O)N([C@H](C)CO)C[C@@H](C)[C@@H](CN(C)Cc1ccccc1F)O2
  BioA inh = 2.9

COc1ccc(S(=O)(=O)Nc2ccc3c(c2)C(=O)N([C@H](C)CO)C[C@H](C)[C@@H](CN(C)S(=O)(=O)c2ccc(C)cc2)OCCCC[C@H](C)O3)cc1
  BioA inh = -3.1

N#C[C@H]1[C@@H](c2ccc(C3=CCCCC3)cc2)[C@@H](CO)N1C(=O)C1CCOCC1
  BioA inh = -2.2

Cn1cnc(S(=O)(=O)N2CCCCN3[C@H](C2)[C@H](c2ccc(-c4ccc(F)cc4)cc2)[C@@H]3CO)c1
  BioA inh = 1.8

COc1ccc(CN(C)C[C@@H]2OCCCC[C@H](C)Oc3ccc(NS(=O)(=O)c4cn(C)cn4)cc3C(=O)N([C@H](C)CO)C[C@H]2C)cc1
  BioA inh = -3.1

C[C@H](CO)N1C[C@H](C)[C@@H](CN(C)C)Oc2ccc(NC(=O)CCCN(C)C)cc2C1=O
  BioA inh = 4.0

COc1ccc(S(=O)(=O)N2CCCCN3[C@H](CO)[C@@H](c4ccc(-c5cccnc5)cc4)[C@@H]3C2)cc1
  BioA inh = 3.5

CN1c2ccc(-c3cccc(C#N)c3)cc2[C@H]2[C@H](CCN2C(=O)Cc2ccccn2)[C@H]1CO
  BioA inh = 1.3

CN(C)CC(=O)N1[C@@H]2Cn3c(ccc(C4=CCCC4)c3=O)[C@H]1[C@@H](C(=O)NCC1CC1)[C@@H]2CO
  BioA inh = -1.8

COc1cccc(CNC(=O)C[C@H]2C=C[C@@H](NC(=O)C3CCOCC3)[C@H](CO)O2)c1
  BioA inh = 0.6

CN1CCCCN2[C@H](CO)[C@@H](c3ccc(-c4ccc(F)cc4)cc3)[C@@H]2C1
  BioA inh = -1.0

CC(=O)N(C)C[C@H]1Oc2ncc(C3=CCCC3)cc2C(=O)N([C@H](C)CO)C[C@H]1C
  BioA inh = -2.8

C[C@H](CO)N1C[C@H](C)[C@@H](CN(C)S(=O)(=O)c2cn(C)cn2)Oc2ccc(NS(=O)(=O)c3cccs3)cc2CC1=O
  BioA inh = -0.6

C[C@H](CO)N1C[C@H](C)[C@@H](CN(C)C)Oc2ccc(NC(=O)CCC(F)(F)F)cc2C1=O
  BioA inh = -3.9

C[C@@H]1CN([C@@H](C)CO)C(=O)c2cc(NC(=O)Cc3cn(C)c4ccccc34)ccc2O[C@H]1CN(C)S(=O)(=O)c1ccccc1
  BioA inh = 0.0

C[C@H]1CN([C@@H](C)CO)C(=O)CCCn2nncc2CO[C@@H]1CN(C)C(=O)C1CCCCC1
  BioA inh = 0.4

COC(=O)C[C@H]1CC[C@@H]2[C@H](COC[C@@H](O)CN2C(=O)Nc2cccc(F)c2)O1
  BioA inh = 42*

C[C@@H]1CN([C@H](C)CO)C(=O)c2cc(-c3ccc(F)cc3)cnc2O[C@@H]1CN(C)S(C)(=O)=O
  BioA inh = 0.9

C[C@@H]1CCCCO[C@@H](CN(C)S(=O)(=O)c2ccc(F)cc2)[C@H](C)CN([C@H](C)CO)C(=O)c2cc(NC(=O)Nc3ccc4c(c3)OCO4)ccc2O1
  BioA inh = -3.2

C[C@@H]1CCCCO[C@H](CN(C)S(=O)(=O)c2ccccc2)[C@@H](C)CN([C@@H](C)CO)C(=O)c2cc(NC(=O)Cc3ccccc3)ccc2O1
  BioA inh = -0.6

CO[C@H]1CN(C)C(=O)c2ccc(NC(=O)c3cc(C)on3)cc2OC[C@@H](C)N(C)C[C@H]1C
  BioA inh = -1.6

CN1CCN(C(=O)C[C@@H]2CC[C@H]3[C@@H](COc4ccc(NC(=O)c5cccs5)cc4C(=O)N3C)O2)CC1
  BioA inh = -0.2

CCCN(C)C[C@@H]1OCc2cn(nn2)CCCC(=O)N([C@H](C)CO)C[C@@H]1C
  BioA inh = -1.0

O=C(C[C@@H]1CC[C@H]2[C@@H](COC[C@@H](O)CN2C(=O)Nc2ccc(F)cc2)O1)NCCc1ccccc1
  BioA inh = -0.4

CCNC(=O)C[C@H]1C=C[C@@H](NC(=O)C2CCOCC2)[C@H](CO)O1
  BioA inh = -0.8

C[C@@H]1CCCCO[C@H](CN(C)C(=O)C2CCCCC2)[C@H](C)CN([C@@H](C)CO)C(=O)c2cc(NC(=O)CCCCCC(=O)Nc3ccccc3N)ccc2O1
  BioA inh = -3.0

O=C(Nc1ccc(F)cc1)N1CCCCN2[C@H](CO)[C@H](c3ccc(C4=CCCCC4)cc3)[C@@H]2C1
  BioA inh = -0.8

COc1ccc(CN(C)C[C@@H]2Oc3ccc(NC(=O)Nc4ccccc4)cc3CC(=O)N([C@H](C)CO)C[C@H]2C)cc1
  BioA inh = 3.4

Cc1ccc(S(=O)(=O)N[C@@H]2CC[C@@H](CCn3cc(-c4cccnc4)nn3)O[C@H]2CO)cc1
  BioA inh = 9.0

Cc1cccc(-c2ccc([C@H]3[C@H](CO)N4CCCCN(C(=O)NC(C)C)C[C@@H]34)cc2)c1
  BioA inh = -2.1

CC(=O)N(C)C[C@@H]1Oc2ncc(C#CCC3CCCC3)cc2C(=O)N([C@H](C)CO)C[C@H]1C
  BioA inh = 1.6

C[C@H](CO)N1C[C@H](C)[C@@H](CN(C)S(=O)(=O)c2cn(C)cn2)Oc2ccc(NS(=O)(=O)c3ccccc3)cc2CC1=O
  BioA inh = 2.9

CCN1[C@@H]2c3ccc(C4=CCCCC4)c(=O)n3C[C@@H]2[C@@H](CO)[C@@H]1C(=O)N(C)C
  BioA inh = -0.1

CC(C)(C)c1ccc(N2C(=O)CS(=O)(=O)C2c2ccccc2)cc1 (stereo not given)
  BioA inh = -1.6

CCN1[C@H](C(=O)NC2CCCCC2)[C@@H](CO)[C@@H]2Cn3c(ccc(-c4cccnc4)c3=O)[C@@H]21
  BioA inh = 14

Cc1ccc(S(=O)(=O)N2CC[C@H]3[C@H](CO)Nc4ccc(-c5cccc(C(=O)N(C)C)c5)cc4[C@H]32)cc1
  BioA inh = 22

CCCC#Cc1ccc2c(c1)O[C@@H](CN(C)C(=O)COC)[C@@H](C)CN([C@H](C)CO)S2(=O)=O
  BioA inh = 2.0

C[C@@H]1CN([C@@H](C)CO)S(=O)(=O)c2ccc(C#Cc3ccccc3)cc2O[C@@H]1CN(C)C(=O)Cc1ccccn1
  BioA inh = -5.1

O=C(C[C@@H]1CC[C@@H]2[C@H](COC[C@H](O)CN2S(=O)(=O)c2ccc(Cl)cc2)O1)NCC1CCCCC1
  BioA inh = -0.1

C[C@H]1CN([C@@H](C)CO)C(=O)c2cc(NS(=O)(=O)c3cn(C)cn3)ccc2O[C@@H]1CN(C)S(C)(=O)=O
  BioA inh = -1.3

COc1ccc(C#Cc2ccc3c(c2)O[C@H](CN(C)C(=O)CN2CCOCC2)[C@H](C)CN([C@H](C)CO)S3(=O)=O)cc1
  BioA inh = -0.2

O=C(Nc1ccc2c(c1)OCO2)N[C@H]1CC[C@@H](CCNC(=O)C2CCOCC2)O[C@@H]1CO
  BioA inh = -1.7

C[C@H](O)C#Cc1ccc2c(c1)O[C@H](CN(C)C(=O)C1CCC1)[C@@H](C)CN([C@H](C)CO)S2(=O)=O
  BioA inh = 1.4

C[C@@H]1CCCCO[C@H](CN(C)C(=O)C2CCCCC2)[C@@H](C)CN([C@H](C)CO)C(=O)c2cc(NC(=O)Nc3ccc(C(F)(F)F)cc3)ccc2O1
  BioA inh = 3.3

C[C@H]1CN([C@@H](C)CO)C(=O)c2cccc(NS(=O)(=O)c3cn(C)cn3)c2O[C@H]1CN(C)S(=O)(=O)c1ccc(Cl)cc1
  BioA inh = 5.5

CO[C@H]1CC[C@H]2CCOc3c(C#N)cccc3C(=O)N(C)[C@H](C)C(=O)N(C)C[C@@H]1O2
  BioA inh = 0.0

CNC(=O)C[C@@H]1CC[C@@H]2[C@@H](COc3ccc(NC(=O)c4ccc(C(F)(F)F)cc4)cc3C(=O)N2C)O1
  BioA inh = 0.9

CCNC(=O)C[C@H]1CC[C@H]2[C@@H](COC[C@@H](O)CN2Cc2ccc(Cl)c(Cl)c2)O1
  BioA inh = -2.5

CNC[C@@H]1Oc2ccc(NC(=O)Cc3ccccc3)cc2C(=O)N([C@H](C)CO)C[C@@H]1C
  BioA inh = -1.9

O=C(C[C@@H]1CC[C@@H]2[C@H](COC[C@H](O)CN2C(=O)Nc2cccc(F)c2)O1)NCc1ccccc1Cl
  BioA inh = 2.7

Brought forward from above: 5 compounds, then new ones.
CO[C@H]1CC[C@H]2CCOc3c(C#N)cccc3C(=O)N(C)[C@H](C)C(=O)N(C)C[C@@H]1O2
  BioA inh = 0.0

CNC(=O)C[C@@H]1CC[C@@H]2[C@@H](COc3ccc(NC(=O)c4ccc(C(F)(F)F)cc4)cc3C(=O)N2C)O1
  BioA inh = 0.9

CCNC(=O)C[C@H]1CC[C@H]2[C@@H](COC[C@@H](O)CN2Cc2ccc(Cl)c(Cl)c2)O1
  BioA inh = -2.5

CNC[C@@H]1Oc2ccc(NC(=O)Cc3ccccc3)cc2C(=O)N([C@H](C)CO)C[C@@H]1C
  BioA inh = -1.9

O=C(C[C@@H]1CC[C@@H]2[C@H](COC[C@H](O)CN2C(=O)Nc2cccc(F)c2)O1)NCc1ccccc1Cl
  BioA inh = 2.7

O=C(C[C@@H]1C[C@H]2c3cc(NC(=O)NC4CCCCC4)ccc3O[C@H]2[C@@H](CO)O1)NCc1ccncc1
  BioA inh = -3.8

C[C@@H]1CN([C@@H](C)CO)C(=O)Cc2cc(NC(=O)Cc3ccccc3)ccc2O[C@@H]1CN(C)Cc1ccc2c(c1)OCO2
  BioA inh = 0.4

C[C@@H]1CN([C@@H](C)CO)C(=O)c2cc(C3=CCCC3)cnc2O[C@H]1CN(C)Cc1cccc(F)c1
  BioA inh = 13

COc1ccc(NC(=O)Nc2ccc3c(c2)C(=O)N([C@H](C)CO)C[C@H](C)[C@H](CN(C)C)O3)cc1
  BioA inh = 0.7

C[C@@H]1CN([C@H](C)CO)C(=O)c2cc(N(C)C)ccc2O[C@@H](C)CCCCO[C@@H]1CN(C)Cc1ccc(C(=O)O)cc1
  BioA inh = -0.3

COc1ccc(S(=O)(=O)N[C@@H]2CC[C@@H](CC(=O)O)O[C@H]2CO)cc1
  BioA inh = 0.1

CCCC#Cc1cnc2c(c1)C(=O)N([C@@H](C)CO)C[C@H](C)[C@H](CN(C)C(=O)Cc1ccncc1)O2
  BioA inh = 0.7

O=C(Nc1ccccc1)N1CCCCN2[C@H](CO)[C@H](c3ccc(-c4ccncc4)cc3)[C@@H]2C1
  BioA inh = -0.9

COc1ccc(CNC(=O)C[C@H]2CC[C@@H](NC(=O)c3ccc4c(c3)OCO4)[C@@H](CO)O2)cc1
  BioA inh = -1.0

C[C@@H]1CCCCO[C@H](CN(C)C(=O)C2CCCCC2)[C@H](C)CN([C@H](C)CO)C(=O)c2cc(NC(=O)Nc3cccc4ccccc34)ccc2O1
  BioA inh = -1.8

CN1CCN(C(=O)C[C@@H]2C[C@H]3c4cc(NC(=O)C5CCOCC5)ccc4O[C@H]3[C@@H](CO)O2)CC1
  BioA inh = -2.9

O=C(N[C@H]1CC[C@@H](CC(=O)N2CCCCC2)O[C@@H]1CO)c1ccccn1
  BioA inh = 2.9

CCNC(=O)C[C@@H]1CC[C@H]2[C@@H](COc3ccc(NC(=O)Nc4ccccc4OC)cc3C(=O)N2C)O1
  BioA inh = -2.0

C[C@H]1CN([C@@H](C)CO)C(=O)c2cc(-c3cccc(F)c3)cnc2O[C@@H]1CN(C)Cc1ccccc1
  BioA inh = 1.8

COc1cccc(NC(=O)C[C@@H]2CC[C@@H]3[C@H](COc4ccc(NC(=O)c5ccccc5F)cc4C(=O)N3C)O2)c1
  BioA inh = -2.1

CC(C)NC(=O)Nc1ccc2c(c1)C(=O)N(C)[C@H]1CC[C@H](CC(=O)NCC(F)(F)F)O[C@@H]1CO2
  BioA inh = -6.7

C[C@H](CO)N1C[C@H](C)[C@@H](CN(C)S(=O)(=O)c2ccccc2)Oc2c(NS(C)(=O)=O)cccc2C1=O
  BioA inh = -0.5

CCCNC(=O)N(C)C[C@H]1Oc2cc(C3=CCCC3)ccc2S(=O)(=O)N([C@H](C)CO)C[C@H]1C
  BioA inh = -0.9

O=C(NCC[C@@H]1CC[C@H](NC(=O)C2CC2)[C@@H](CO)O1)Nc1ccc(C(F)(F)F)cc1
  BioA inh = -0.8

CC(C)C#Cc1ccc2c(c1)O[C@@H](CN(C)C(=O)c1ccccn1)[C@H](C)CN([C@H](C)CO)S2(=O)=O
  BioA inh = 10

COc1ccc(S(=O)(=O)Nc2ccc3c(c2)C(=O)N([C@H](C)CO)C[C@H](C)[C@H](CN(C)CC2CC2)OCCCC[C@H](C)O3)cc1
  BioA inh = -0.1

C[C@H]1CN([C@@H](C)CO)C(=O)c2cccc(NS(=O)(=O)c3ccccc3)c2O[C@@H]1CN(C)Cc1ccc(C(=O)O)cc1
  BioA inh = -2.2

CNC[C@@H]1OCCCC[C@@H](C)Oc2ccc(NS(=O)(=O)c3ccc(OC)cc3)cc2C(=O)N([C@H](C)CO)C[C@H]1C
  BioA inh = -0.8
